# Screens: PubChem, National Center for Advancing Translational Sciences (NCATS)
# VP16 counter: VP16 counterscreen qHTS for inhibitors of ROR gamma transcriptional activity; Drosophila S2 Gal4-VP16 UAS-luciferase, luminescence, 20 h; 310,000 compounds, 3.5% hits; Potency, µM (top dose mostly 53.6 µM), for inactives: at the highest dose activity, negative = inhibition, usual class: inhibitors;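 note: Gal4-VP16 expression switched on by copper sulfate through the metallothionein promoter; potency is the fitted concentration of half-maximal effect; % is set by controls: 0 for no effect and ±100 for the full control effect; nearly all actives have a fitted effect of over 50% in size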
# p53 reactivation: qHTS assay for re-activators of p53 using a Luc reporter; H1299 p53-A138V BP100-luciferase reporter, luminescence, 24 h; Potency, µM (top dose mostly 92.2 µM), for the others: top-dose activity change, positive = activation, actives largely listed as activators; 320,000 compounds, 0.063% hits; AID 504706, 2011; note: potency is the fitted concentration of half-maximal effect; % of control where 0% means no effect; nearly all actives have a fitted effect of over 45% in size
#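 H1299 (p53-null), stable ts p53-A138V + BP100-Luc; 1000 cells/well, Opti-MEM/10% FBS; cpd 4 pt, 1:5; 24 h, 37 deg C, 5% CO2; detection reagent 10 min RT; luminescence.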
# Tb PFK inh: qHTS Assay to Find Inhibitors of T. brucei phosphofructokinase; T. brucei PFK, ADP-Glo luminescence; Potency, µM (doses to about 57.5 µM), inactives show at the highest dose activity, negative = inhibition, most hits filed as inhibitors; 330,000 compounds, 0.17% hits; AID 485367, 2010;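 note: potency is the fitted concentration of half-maximal effect; 0% = uninhibited 1x PFK enzyme wells and -100% = no-enzyme wells; nearly all actives have a fitted effect of over 60% in size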
# Target sequence (O15648 whole entry, looked up): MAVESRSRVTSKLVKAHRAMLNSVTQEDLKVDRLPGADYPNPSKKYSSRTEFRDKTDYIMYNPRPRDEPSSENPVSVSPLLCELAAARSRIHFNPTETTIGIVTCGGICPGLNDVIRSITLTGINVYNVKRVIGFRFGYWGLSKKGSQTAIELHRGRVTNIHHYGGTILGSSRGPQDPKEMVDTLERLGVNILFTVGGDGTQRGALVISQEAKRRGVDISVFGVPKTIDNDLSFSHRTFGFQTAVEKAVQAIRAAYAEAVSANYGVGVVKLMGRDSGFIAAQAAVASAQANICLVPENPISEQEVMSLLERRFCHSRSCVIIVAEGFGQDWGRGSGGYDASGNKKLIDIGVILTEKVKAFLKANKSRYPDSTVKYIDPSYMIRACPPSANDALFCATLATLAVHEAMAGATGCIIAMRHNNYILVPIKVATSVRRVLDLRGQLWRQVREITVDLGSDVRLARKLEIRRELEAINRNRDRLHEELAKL
#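 Activity is normalized to no-enzyme wells (full inhibition) and 1.25 nM enzyme wells (no inhibition). Reaction: 0.5 mM F6P, 0.1 mM ATP, 45 min RT, ADP-Glo luminescence; concentration-response curves fitted and classed by quality.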
# RORgamma inh: qHTS for inhibitors of ROR gamma transcriptional activity. 310,000 compounds, 5.4% hits. Potency, µM (series often up to 53.6 µM), for inactives: top-dose activity change, negative = inhibition, actives largely listed as inhibitors. AID 2551, 2010. Drosophila S2 Gal4-RORgamma UAS-luciferase reporter, 20 h. Nuclear receptor ROR-gamma (Mus musculus), P51450; note: potency is the fitted concentration of half-maximal effect; % is set by controls: 0 for no effect and ±100 for the full control effect; nearly all actives have a fitted effect of over 60% in size
# Target sequence (P51450 whole entry, looked up, the tested form may be a part): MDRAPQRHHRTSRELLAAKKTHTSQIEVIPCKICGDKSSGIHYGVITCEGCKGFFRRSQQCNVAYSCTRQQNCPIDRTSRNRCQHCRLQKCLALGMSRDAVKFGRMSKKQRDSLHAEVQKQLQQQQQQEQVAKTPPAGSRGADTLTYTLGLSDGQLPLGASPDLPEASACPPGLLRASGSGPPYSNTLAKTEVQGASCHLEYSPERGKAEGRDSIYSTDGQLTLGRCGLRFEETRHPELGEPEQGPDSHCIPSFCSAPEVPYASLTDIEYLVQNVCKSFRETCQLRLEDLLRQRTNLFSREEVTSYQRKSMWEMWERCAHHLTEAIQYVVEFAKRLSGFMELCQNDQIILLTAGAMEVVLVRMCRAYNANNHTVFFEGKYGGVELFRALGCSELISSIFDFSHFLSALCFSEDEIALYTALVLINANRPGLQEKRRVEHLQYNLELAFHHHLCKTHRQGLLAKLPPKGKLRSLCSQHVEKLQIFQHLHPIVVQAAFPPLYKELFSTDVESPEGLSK
#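 Luciferase reporter read in Schneider cells carrying Gal4-RORγ (mouse) and UAS-Photinus luciferase; cells given compound 1 h before 700 uM copper sulfate induction, then incubated 20 h at ambient temperature.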
# ELG1 genotox: qHTS screen for small molecules that induce genotoxicity in human embryonic kidney (HEK293T) cells expressing luciferase-tagged ELG1; HEK293T ELG1-luciferase reporter, luminescence, 16 h; AID 504466, 2011; Potency, µM (top dose mostly 46 µM), inactives show at the highest dose activity change, positive = activation, most hits filed as activators; 330,000 compounds, 1.3% hits; note: potency is the fitted concentration of half-maximal effect; % of control where 0% means no effect; nearly all actives have a fitted effect of over 60% in size
#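 Step 1: seed 2,000 HEK293T ELG1-luciferase cells per well. Step 2: add compound or DMSO, incubate 16 hr at 37 °C. Step 3: ONE-Glo, 30 min at room temperature, read luminescence.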
# BRCA1 expr act: qHTS Assay to Identify Small Molecule Activators of BRCA1 Expression. MCF7-BRCA1-FFLuc reporter, luminescence, 48 h; response scale: scaled: vehicle 0%, 10 µM genistein 100%. Potency, µM (highest dose often 46.1 µM), for inactives: at the highest dose activation, usual class: activators. 380,000 compounds, 1.1% hits. AID 624202, 2012; note: potency is the fitted concentration of half-maximal effect; nearly all actives have a fitted effect of over 80% in size; some results filed as inactive show a strong effect at the top dose
#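 Compounds are tested at multiple concentrations on MCF7 BRCA1-luciferase reporter cells seeded at 2000 per well; after 48 h, a single luminescence end-point is taken and curves fitted to the normalized data.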
# Rab9 prom act: qHTS Assay for Rab9 Promoter Activators | Huh7 Rab9 promoter-luciferase reporter, luminescence, 24 h | Potency, µM (series often up to 9.22 µM), without a hit: at the highest dose activation, negative = inhibition, usual class: activators | 320,000 compounds, 2.8% hits; note: potency is the fitted concentration of half-maximal effect; % of control where 0% means no effect; nearly all actives have a fitted effect of over 60% in size
#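 Measured in stably transfected Huh7 cells bearing a Rab9 promoter–luciferase construct: 24 h compound treatment at 37 °C, followed by luminescence detection.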
# ELG1 repair inh: qHTS screen for small molecules that inhibit ELG1-dependent DNA repair in human embryonic kidney (HEK293T) cells expressing luciferase-tagged ELG1; HEK293T ELG1-luciferase reporter, luminescence, 16 h; DNA damage induced by 5-fluorouridine; Potency, µM (doses to about 46.1 µM), inactives show top-dose activity change, negative = inhibition, actives largely listed as inhibitors; 330,000 compounds, 2.3% hits; note: potency is the fitted concentration of half-maximal effect; % is set by controls: 0 for no effect and ±100 for the full control effect; nearly all actives have a fitted effect of over 55% in size
#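 HEK293T cells expressing luciferase-tagged ELG1 (2,000/well) received 5-Fluorouridine plus compound or DMSO for 16 hr at 37 °C. Luciferase was read by ONE-Glo luminescence after 30 min at room temperature.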
# FLuc counter: qHTS profiling assay for firefly luciferase inhibitor/activator using purifed enzyme and Km concentrations of substrates (counterscreen for miR-21 project). Luciferin 4-monooxygenase (Photinus pyralis), P08659. purified FLuc, Km substrates, luminescence inhibition. Potency, µM (top dose mostly 57.5 µM), for inactives: at the highest dose activity change, negative = inhibition, most hits filed as inhibitors. 360,000 compounds, 6.9% hits. AID 588342, 2011;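 note: potency is the fitted concentration of half-maximal effect; plate controls were vehicle for no effect and reference inhibitor for full effect; nearly all actives have a fitted effect of over 55% in size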
#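 Purified P. pyralis luciferase, 10 nM final, with Km-level 10 uM D-luciferin and 10 uM ATP in 50 mM Tris acetate pH 7.5, 10 mM Mg acetate, 0.01% Tween-20, 0.05% BSA; 6-point qHTS titration about 60 µM downward; luminescence read.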
# NPC1 promoter act: qHTS Assay for NPC1 Promoter Activators | Huh7 NPC1 promoter luciferase reporter, 24 h | 320,000 compounds, 2.4% hits | AID 485313, 2010 | Potency, µM (titrated, usually from 9.22 µM), for the others: top-dose activation, actives largely listed as activators;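 note: potency is the fitted concentration of half-maximal effect; % of control where 0% means no effect; nearly all actives have a fitted effect of over 60% in size; reporter is driven by a mutant NPC1 promoter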
#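 Cells: Huh7 expressing luciferase under the NPC1 promoter, 1500/well. Seeded 2 h, compound added, incubated 24 h at 37 °C. Luciferase reagent, 10 min ambient, then luminescence.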
# TRPV1 agonist: HTS Assay for Compounds that Act as Agonists of the Vanilloid Receptor 1. TRPV1-expressing cells, Fluo-8 calcium influx, agonist mode. AID 540275, 2011. activation, % at 8.33 µM. 320,000 compounds, 0.19% hits; in the data active = activation above about 80%; inconclusive = between about 30% and that limit; note: 0% is about no effect
#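 Cells expressing TRPV1 were dye-loaded with Fluo-8 and read kinetically: 10 s baseline, 3 min after compound (agonist portion), then 2 min after EC20 capsaicin (allosteric enhancer portion). Calcium-bound dye fluorescence at 480/520 nm.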
# Numbers without * were called inactive; ? = inconclusive; . = not tested or not shown; [ ] = dose if it differs, or a comment. Unless noted, calls come from the whole dose curve; as a rule, active = well fitted curve in the direction sought with a large enough effect; inconclusive = small, poorly fitted or top-dose-only effect, or another doubt; inactive = no such curve, though single readings can be large; an effect the other way counts as inactive or inconclusive. Compounds as they come; any-hit rate near 15%.
SMILES,VP16 counter,p53 reactivation,Tb PFK inh,RORgamma inh,ELG1 genotox,BRCA1 expr act,Rab9 prom act,ELG1 repair inh,FLuc counter,NPC1 promoter act,TRPV1 agonist
O=C(Nc1nnc(CSCc2ccc(Cl)cc2)s1)c1cccc([N+](=O)[O-])c1,10µM*,-12%,0%,11µM*,-3%,-28%,-2%,-16%,-14%,6%,5
CC(=O)C1=C(O)C(=O)N(CC#N)C1c1cccs1 (centres undefined),-1%,9%,-5%,1%,-2%,-10%,2%,11%,-1%,1%,-2
CCCc1[nH]nc2c1C(/C(C)=C/c1ccccc1)C(C#N)=C(N)O2 (centres undefined),-4%,-30%[inhibitor],1%,13%,1%,-2%,-8%,?,2%,2%,-1
COC1CCCCC1Nc1cc(C)cc(C)c1 (centres undefined),5%,1%,-5%,0%,0%,0%,-1%,-3%,-1%,-2%,-2
CC(=O)c1ccc(-n2nnnc2SCC(=O)N2CCN(C(=O)c3ccco3)CC2)cc1,6%,-7%,1%,0%,2%,0%,-6%,-19%,-1%,0%,1
CCC(C)NC(=O)CC1Oc2ccc(Cl)cc2NC1=O (centres undefined),2%,9%,-7%,2%,-4%,9%,-4%,-3%,-1%,1%,1
C/C(CCc1oc2c(Br)cc(Br)cc2c1-c1ccc(C)o1)=N\O,?,0%,-9%,-100%,-1%,-61%,-5%,-3%,2%,0%,25
O=C(Nc1nc(COc2ccccc2)cs1)C1CCC1,?,?,-6%,?,?,1%,?,?,12µM*,?,4
CCN(CC)S(=O)(=O)c1ccc(NC(=O)CNC2CCCCC2)cc1,11%,-2%,3%,5%,-10%,7%,-1%,11%,0%,-2%,24
Cc1ccc(CN2CCC(n3nccc3NC(=O)C3CCOC3)CC2)cc1 (centres undefined),-1%,0%,0%,-21%,0%,0%,-1%,0%,1%,-2%,3
COc1ccc(-c2cc3nc(-c4ccccc4)cc(N4CCC(O)CC4)n3n2)cc1,-22%,-3%,0%,4%,-11%,-97%,1%,16µM*,3%,-3%,5
Cc1[nH]c2ccccc2c1/C=C/c1nc2ccccc2c(=O)n1CCO,-12%,-4%,-5%,?,-4%,-35%,-34%[inhibitor],1.8µM*,?,20%,-8
COc1cc(NC(=O)c2cccs2)ccc1NC(=O)c1ccccc1Cl,-6%[10 µM],0%,-6%,?,9%,28%,1%,?,?,-1%,14
Cc1cc(=O)oc2cc(OC(C)C(=O)NC3(C#N)CCCCC3)ccc12 (centres undefined),.,-3%,12%,.,8%,0%,1%,19%,1%,-3%,2
CCCc1nnc(NC(=O)C(C)N2C(=O)C3C4C=CC(C4)C3C2=O)s1 (centres undefined),2%,4%,1%,-6%,0%,23%,5%,-1%,0%,1%,6
CC(=O)Nc1ccc(N2C(=O)CC(c3ccccc3)CC2=O)cc1,-9%,-2%,-6%,21%,4%,-12%,-7%,18%,-1%,0%,-3
COc1cccc(NC(=O)Cn2c(=O)n(-c3ccccc3)c(=O)c3sccc32)c1,5%,-2%,-3%,3%,5%,-4%,0%,?,4%,-1%,-3
CCN(CC(=O)Nc1ccc(OC)cc1)CC(=O)Nc1ccc(Cl)cc1F,-12%,-4%,0%,18%,-2%,-1%,-1%,-9%,-8%,-3%,15
Cc1ccc(C(=O)N/C(=C\c2cccs2)C(=O)NC2CCCCC2)cc1,3%,-4%,-1%,1%,0%,-25%,-3%,3%,-1%,0%,?
CCCNC(=O)C(CC)NC(=O)c1ccc(C#N)cc1 (centres undefined),.,-2%,-4%,.,4%,-7%,-3%,28%,3%,1%,1
O=C(c1ccc2c(c1)OCCO2)N1CCCCC1,.,5%,-7%,-6%[0.365 µM],2%,0%,13%[46.1 µM],1%,1%,18%[46.1 µM],-1
CC1CCN(C(=O)COC(=O)C2CCN(S(=O)(=O)c3c(Cl)cccc3Cl)CC2)CC1,.,25%,0%,.,1%,-5%,-6%,-14%,-13%,7%,21
CC(=O)COc1ccccc1OC(=O)c1ccco1,3%,1%,2%,0%,2%,1%,-4%,1%,6%,-2%,0
COc1ccccc1Nc1nc(NCCO)c2ccccc2n1,4%,6%,0%,8%,0%,.,5%,0%,?,1%,3
CCOC(=O)c1cc(C#N)c(C)nc1N(CC)CC,5%,3%,1%,21%,5%,0%,-5%,4%,-1%,0%,25
Cc1ccc2nc(C3CCN(C(=O)NCc4ccccc4)CC3)[nH]c2c1,1%,7%,-1%,26%,6%,-11%,-7%,14%,17µM*,11%,6
CC(=O)c1cc2c(cc1NC(=O)C1CCC1)OCO2,-2%,-1%,-8%,-11%,0%,-12%,-6%,-9%,-2%,-8%,0
COc1ccc(CCNC(=O)c2nn(C)cc2Cl)cc1,5%,11%,-8%,-12%,?,7.9µM*,19%,?,?,20%,1
CC(/C=C/c1ccc(Cl)o1)=C\C(=O)O,5%,1%,1%,-20%,8%,23%,-7%,4%,0%,2%,-1
CCCNC(=O)Cn1cnc2sc(C(=O)N3CCN(c4ccc(F)cc4)CC3)c(C)c2c1=O,-10%,0%,-1%,-6%,-5%,-27%,-1%,-20%,1%,0%,0
O=C1COc2ccc(S(=O)(=O)N3CCc4ccccc43)cc2N1,-2%,-3%,1%,?,-6%,1%,-2%,21%,0%,-3%,1
O=C(NCC1CCCO1)c1ccc(COc2ccc(Br)cc2)cc1 (centres undefined),?,8%,-9%,?,11%,3%,-4%,3%,-19%,1%,18
O=C(c1ccc(-c2ccccc2)cc1)N1CCN(C(=O)c2ccco2)CC1,-6%,-29%,4%,?,0%,-7%,0%,?,0%,-4%,29
CC12CCC(c3c(C(=O)Nc4nccs4)nn(-c4ccccc4)c31)C2(C)C (centres undefined),-81%,22%,-2%,?,-9%,-1%,15%,?,1%,0%,-2
O=C(NCc1cccnc1)C1c2ccccc2C(=O)N1Cc1ccco1 (centres undefined),0%,-16%,-10%,-1%,3%,1%,7%,1%,0%,0%,30
COc1cc(C=O)c(Br)cc1OC1CCCC1,8%,5%,1%,13%,0%,0%,0%,-1%,3%,-2%,10
N#CCCN(C(=O)Nc1ccc(Cl)c(Cl)c1)c1ccccc1,2%,-8%,-23%,?,-3%,-27%,-7%,0%,-13%,-11%,10
COC(=O)c1cc(C(=O)Nc2ccc(S(N)(=O)=O)cc2)cc([N+](=O)[O-])c1,-9%,0%,3%,-19%,-2%,-21%,10%,8%,3%,-1%,-1
O=C(CN1C(=O)NC2(CCCCC2)C1=O)Nc1nc2c(F)cc(F)cc2s1,.,-8%,3%,.,1%,-47%,3%,10%,-12%,2%,0
CCOC(=O)c1cccc(NC(=O)CCc2c(C)nc3ncnn3c2C)c1,2%,-41%[inhibitor],-1%,11%,2%,-4%,5%,-7%,1%,1%,0
CCN1CCN(S(=O)(=O)c2ccc(S(=O)(=O)N(CC)Cc3ccccc3)cc2)CC1,6%,2%,-6%,28%,-6%,-10%,-6%,1%,5%,-3%,?
O=C(c1cccs1)N1CCC(C(=O)N2CCN(Cc3ccc4c(c3)OCO4)CC2)CC1,1%,0%,1%,22%,-4%,-20%,6%,-12%,3%,-3%,0
CCCn1c(SCC(=O)c2ccc3c(c2)OCCO3)nnc1C(C)C,?,9%,-3%,-35%,-6%,4%,27%,10%,-15%,15%,14

# Record cards, as listed above. Values in the order: VP16 counter	p53 reactivation	Tb PFK inh	RORgamma inh	ELG1 genotox	BRCA1 expr act	Rab9 prom act	ELG1 repair inh	FLuc counter	NPC1 promoter act	TRPV1 agonist
# COC(=O)c1cc(C(=O)Nc2ccc(S(N)(=O)=O)cc2)cc([N+](=O)[O-])c1 reads -9%	0%	3%	-19%	-2%	-21%	10%	8%	3%	-1%	-1
# COc1ccccc1Nc1nc(NCCO)c2ccccc2n1 reads 4%	6%	0%	8%	0%	.	5%	0%	?	1%	3
